Screening data (PubChem)
EBV gp42 block = inhibitors of Epstein-Barr virus glycoprotein 42. Q1HVG2. Fluorescence polarization binding assay, mP read-out. inhibition, % (tested at 21.74 µM). 0.42% of 220,000 active. AID 1085; in the data active = inhibition above about 50%
m-calpain inh = blocks pig calpain II enzyme activity | purified calpain II, fluorogenic peptide substrate, 30 min | inhibition, % at 16 µM | 0.37% of 220,000 active | AID 1236;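 active = inhibition above about 50%, limit read from the data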
TbHK1 inh = blocks Trypanosoma brucei hexokinase 1 activity. recombinant TbHK1, G6PDH-coupled NADH A340. AID 1430. 0.11% of 220,000 active. inhibition, % at 10 µM;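 active = inhibition of 50% or more in the single-dose primary screen; inactive = inhibition below 50%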
Runt-SMMHC FRET = Runt domain-CBFb-SMMHC interaction inhibition; 0.74% of 220,000 active; inhibition, % at 20 µM; Cerulean-Runt/Venus-CBFb-SMMHC FRET ratio 530/480, 1 h; Q01196+Q13951;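 active = mean inhibition across duplicate retests at 20 µM reaching about 50%, limit read from the data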;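 also: 0% = DMSO wells and 100% = wells with excess untagged CBFb-SMMHC; inhibitors lower the FRET ratio by blocking Runt binding to CBFb-SMMHC; some results filed as inactive read as strong as hits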
Target sequence (Q01196 whole entry, looked up, the tested form may be a part): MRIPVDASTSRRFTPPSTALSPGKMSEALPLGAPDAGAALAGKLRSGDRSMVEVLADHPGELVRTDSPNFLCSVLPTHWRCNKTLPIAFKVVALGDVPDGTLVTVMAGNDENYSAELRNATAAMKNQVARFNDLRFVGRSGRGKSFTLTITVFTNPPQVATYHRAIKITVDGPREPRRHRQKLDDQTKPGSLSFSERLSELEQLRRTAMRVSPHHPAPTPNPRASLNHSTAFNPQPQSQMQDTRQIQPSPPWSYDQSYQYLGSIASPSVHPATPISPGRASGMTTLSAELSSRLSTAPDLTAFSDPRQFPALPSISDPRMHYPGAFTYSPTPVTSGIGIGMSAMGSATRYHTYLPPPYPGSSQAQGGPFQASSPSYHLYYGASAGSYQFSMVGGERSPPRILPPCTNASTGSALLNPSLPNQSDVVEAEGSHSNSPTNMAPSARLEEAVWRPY
Target sequence (Q13951 whole entry, looked up, the tested form may be a part): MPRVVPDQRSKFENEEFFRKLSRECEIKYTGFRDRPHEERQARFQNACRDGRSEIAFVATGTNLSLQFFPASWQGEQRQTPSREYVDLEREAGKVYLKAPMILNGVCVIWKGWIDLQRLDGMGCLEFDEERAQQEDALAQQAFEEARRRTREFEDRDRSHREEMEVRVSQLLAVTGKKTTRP
NCF1 inh = p47phox (human) inhibition; 0.53% of 220,000 active; p47phox/p22phox peptide binding, fluorescence polarization, 2 h; P14598; inhibition, % at 24.7 µM;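 active = inhibition above about 30%, limit read from the data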;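 also: 0% = p47phox with labelled peptide and 100% = labelled peptide alone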
Target sequence (P14598 whole entry, looked up): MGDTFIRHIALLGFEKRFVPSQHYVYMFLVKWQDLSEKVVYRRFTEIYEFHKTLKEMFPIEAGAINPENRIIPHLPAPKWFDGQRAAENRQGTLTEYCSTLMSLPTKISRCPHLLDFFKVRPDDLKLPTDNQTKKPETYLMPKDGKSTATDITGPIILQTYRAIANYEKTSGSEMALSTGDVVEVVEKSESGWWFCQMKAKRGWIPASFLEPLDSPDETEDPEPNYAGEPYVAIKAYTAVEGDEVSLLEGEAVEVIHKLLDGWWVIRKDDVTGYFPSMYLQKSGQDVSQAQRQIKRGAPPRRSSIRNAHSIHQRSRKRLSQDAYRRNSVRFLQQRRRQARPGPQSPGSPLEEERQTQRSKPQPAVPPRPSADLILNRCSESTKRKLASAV
RBBP9 inhibitor = blocks human serine hydrolase RBBP9; O75884; recombinant RBBP9, FP-Rh probe fluorescence polarization; inhibition, % at 7.94 µM; 0.2% of 220,000 active; AID 1515;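 active = inhibition above the campaign mean of all tested compounds plus 3 SD, cut at about 14% in these data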;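 also: plate controls were DMSO wells with RBBP9 for no effect and wells lacking RBBP9 protein for full effect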
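System: RBBP9 protein | Quantity: 2.5 µM RBBP9 dispensing solution, before mixing | Reagent: FP-Rh probe, 375 nM dispensing solution | Timing: Enzyme-compound preincubation 30 min, then probe labeling 45 min, 25 °C | Measured by: Fluorescence polarization | Read-out: % inhibition | Replication: One well per compound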
Furin inhibitor = blocks human furin protease activity | inhibition, % at 30 µM | 0.061% of 220,000 active | purified furin, fluorogenic substrate cleavage | P09958; in the data active = inhibition above about 25%; also: inactives centre near -15
p97 inhibitor = human p97 ATPase inhibition | recombinant p97 ATPase, Kinase-Glo ATP luminescence, 3 h | inhibition, % at 8 µM | 0.42% of 220,000 active | AID 1481; in the data active = inhibition above about 15%;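 also: 0% = DMSO vehicle and 100% = wells lacking enzyme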
Runt-CBFb FRET = Runt domain-CBFb interaction inhibition; Cerulean-Runt/Venus-CBFb FRET ratio 530/480, 1 h; 0.46% of 220,000 active; inhibition, % at 20 µM;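 active = inhibition over about 50% at 20 µM in the single-dose screen, limit read from the data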;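 also: 0% = DMSO wells and 100% = excess unlabeled CBFb competitor control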
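System: Cerulean-labeled Runt domain protein | Quantity: 100 nM of each labeled protein | Schedule: 1 h compound exposure, room temperature | Detection: Fluorescence energy transfer, 422 nm excitation, 530/480 nm emission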
Starred values were filed as active, the others as inactive; . = not tested or not shown; [ ] = dose if it differs, or a comment.

SMILES	EBV gp42 block	m-calpain inh	TbHK1 inh	Runt-SMMHC FRET	NCF1 inh	RBBP9 inhibitor	Furin inhibitor	p97 inhibitor	Runt-CBFb FRET
COc1ccc2c(c1)C(c1ccc(C)o1)=NNC(c1cccnc1)=N2	5	-25	-18	4	-5	-7	-9	2	0
COc1ccc(N2Cc3cccc(C(=O)O)c3C2=O)cc1	30	-75	12	0	-12	-6	-17	3	4
CCOc1ccc(-c2nnc(-c3ccncc3)o2)cc1	.	.	-2	-3	.	-4	-11	-2	-3
NC(=O)c1cc(-c2ccccc2)nc(N2CCCCCC2)n1	16	-248	-6	-2	8	-3	-18	-8	-2
COc1ccc2c(c1OC)C(=O)OC2Nc1nc(-c2ccc([N+](=O)[O-])cc2)cs1 (stereo not given)	-9	-19	-19	-1	-2	-3	-21	4	7
Cc1ccc(-c2nc3ccccc3s2)cc1NC(=S)NC(=O)c1cccc2ccccc12	-15	-60	2	4	-5	-7	-15	7	2
CCOC(=O)c1ccc(NC(=S)NC2CCCC2)cc1	-17	37	1	3	-8	-5	-14	1	-1
COc1ccc(Nc2oc(-c3ccccc3Cl)nc2C#N)cc1	-8	-56	-14	1	-7	-9	-18	0	3
Oc1cccc(/C=N/N2CCN(C3c4ccccc4-c4ccccc43)CC2)c1	3	-21	-7	3	-13	-9	-8	-5	7
COc1ccc(C2CC(=O)C(C=NCCN3CCN(C(=S)Nc4ccccc4)CC3)=C(O)C2)cc1 (stereo not given)	-25	3	-6	-7	-10	-10	-7	4	0
c1csc(C2Nc3ccccc3-c3nc4ccccc4n32)c1 (stereo not given)	15	-436	-9	7	9	-11	-32	-9	1
CC(=O)Oc1ccc(C(C)=O)c2c1OCCO2	-7	-28	-12	2	-7	-12	-8[20 µM]	-6	1
O=C(OCc1nc2ccccc2[n+]([O-])c1C(=O)c1ccccc1)c1cccnc1	-13	-7	-28	3	2	-3	-11	5	0
O=c1cc(Cc2ccccc2)[nH]c(=S)[nH]1	-5	-3	-8	0	-2	-13	-24	-3	1
Cc1cc(C(F)(F)F)n2nc(C)c(-c3ccc(Cl)cc3)c2n1	-4	-27	1	1	-2	-4	-27	4	-4
C=CCn1c(SCC(=O)N2CCN(c3ccc(F)cc3)CC2)nnc1-c1ccco1	12	7	5	4	-1	-7	-11	0	2
O=C(CSc1ncn[nH]1)Nc1ccnc2ccccc12	-1	-6	8	1	6	-5	-10	1	4
CC(C)c1[nH]nc2c1C(c1cccc(OC(=O)N3CCOCC3)c1)C(C#N)=C(N)O2 (stereo not given)	-3	-4	-18	-1	-148	-8	-8[20 µM]	-2	0
COc1cc([N+](=O)[O-])ccc1NC(=O)CCCOc1ccccc1	-5	-4	-9	3	-4	5	-15[20 µM]	2	-2
CCc1cccc(Nc2c3c(nc4ncnn24)CCC3)c1	-14	44	1	-1	-4	3	-6	-2	2
Cc1ccc(N2CCN(S(=O)(=O)c3ccc(F)cc3)CC2)c(C)c1	13	11	5	1	-6	-1	-14	-6	-2
CC(=O)c1coc2ccc(OCC(=O)O)cc12	-15	-21	-2	5	-12	-2	-23[20 µM]	-5	1
CCN(CCCNC(=O)c1[nH]c(C)c(C(C)=O)c1C)c1ccccc1	-9	3	-1	2	-6	2	-22	1	0
COc1ccc(C2(C(=O)Nc3cc(C)on3)CCOCC2)cc1	-24	-18	-8	1	-1	-6	-16[20 µM]	-2	0
Oc1ccc(N=Nc2nccs2)c(O)c1	-1	31	8	-12	-49	9	16	-9	-6

Ordered by formula weight (smallest number first): three of the compounds above.
SMILES	EBV gp42 block	m-calpain inh	TbHK1 inh	Runt-SMMHC FRET	NCF1 inh	RBBP9 inhibitor	Furin inhibitor	p97 inhibitor	Runt-CBFb FRET
COc1ccc(N2Cc3cccc(C(=O)O)c3C2=O)cc1	30	-75	12	0	-12	-6	-17	3	4
COc1ccc2c(c1)C(c1ccc(C)o1)=NNC(c1cccnc1)=N2	5	-25	-18	4	-5	-7	-9	2	0
O=C(OCc1nc2ccccc2[n+]([O-])c1C(=O)c1ccccc1)c1cccnc1	-13	-7	-28	3	2	-3	-11	5	0

Carrying on:
SMILES	EBV gp42 block	m-calpain inh	TbHK1 inh	Runt-SMMHC FRET	NCF1 inh	RBBP9 inhibitor	Furin inhibitor	p97 inhibitor	Runt-CBFb FRET
O=C(Cn1nnc(-c2ccccc2Cl)n1)NCc1ccc2c(c1)OCO2	-13	15	-3	0	-15	1	-10[20 µM]	-2	0
Oc1ccccc1/C=N/Nc1nc2ccccc2o1	-14	-15	-14	4	-22	-5	-24	5	2
COC(=O)COC(=O)c1ccc(Oc2nc(OC)nc(N(C)C)n2)cc1	-7	4	4	-3	-3	-7	-31	6	1
CCc1ccc(/C=C2\Oc3cc(OC(=O)N4CCOCC4)ccc3C2=O)cc1	-11	-10	11	11	-7	1	0	2	0
COc1cccc(C2NC(=S)NC(C)=C2C(=O)c2ccccc2)c1OC (stereo not given)	-5	-5	-18	-5	-13	-6	-21	2	1
Cc1occc1C(=O)Nc1ccc(S(=O)(=O)N2CCCC2)cc1	-4	0	0	-3	8	-4	-22[20 µM]	4	1
CC(=O)c1ccc(NC(=O)CN2C(=O)COc3ccc(Cl)cc32)cc1	10	0	0	0	-3	-3	-25	5	3
CC1CN(CC(=O)Nc2cc(S(=O)(=O)N3CCCC3)ccc2Cl)CC(C)O1 (stereo not given)	-1	24	5	1	-1	-5	-16	-5	-2
CC(C)(C)NC(=O)CN(Cc1cccs1)C(=O)CCN1CCc2ccccc21	3	-10	-6	-3	-2	-10	-17	-2	0
O=C(Cn1nnc(-c2ccc(OCc3ccccc3F)cc2)n1)N1CCOCC1	-13	-9	-4	0	-7	-1	-31[20 µM]	-3	-3
Cc1c(NC(=O)CN2C(=O)NC(C)(c3ccccc3)C2=O)c(=O)n(-c2ccccc2)n1C (stereo not given)	9	16	-5	2	-9	-8	-15	2	1
Cc1nnc(SCC(=O)c2cc(C)n(C3CC3)c2C)s1	4	16	-8	-6	5	5	-3[20 µM]	7	-2
C(=N\NCc1ccccc1)/c1ccc2nccnc2c1	-2	-30	-19	-5	-7	-1	-24	-2	1
O=C(Nc1ccccn1)c1cccc(S(=O)(=O)N2CCCCC2)c1	-17	12	-1	-7	-2	4	-16[20 µM]	0	2
Cc1ccc2cc(C#N)c(N3CCCN(C(=O)C4CCCO4)CC3)nc2c1 (stereo not given)	.	.	3	2	.	4	-21	0	4
CCOC(=O)C1=C(C)Nc2sc(C(=O)c3ccc(Br)cc3)c(N)c2C1c1ccc(C(=O)OC)cc1 (stereo not given)	-23	-95	-24	-87	-22	9	-15[20 µM]	3	-93
Cc1ccc(C(=O)OCC(=O)NCc2cccs2)cc1S(=O)(=O)N1CCOCC1	-14	4	-1	6	-7	-5	-13	0	0
O=C(NCc1ccccn1)c1cc(-c2ccc(Cl)cc2)oc1C(F)(F)F	-7	-5	-20	-1	1	-4	-18	-6	-3
COc1ccccc1-n1c(SCC(=O)N2CCc3ccccc32)nc2c(c1=O)SCC2	-15	-42	-15	-6	-3	-6	-3	2	0
CCOC(=O)c1c(NC(=S)Nc2ccccc2)sc2c1CCN(CC)C2	-61	-101	-1	152*	-40	1	8[20 µM]	0	61*
COc1ccc(NC(=O)CN2C(=O)/C(=C3\SC(=S)N(C4CCS(=O)(=O)C4)C3=O)c3ccccc32)cc1 (stereo not given)	61*	56*	24	2	52*	-1	-21	6	15
Cc1ccc(S(=O)(=O)N2N=C3CCCCC3C2(O)C(F)(F)F)cc1 (stereo not given)	-5	26	8	-2	-1	-5	2	-5	-1
COCCn1c(C)c(C(=O)O)sc1=S	-15	22	-31	-1	0	3	-30[20 µM]	1	-2
O=C(Nc1ccc(C(=O)O)cc1)/C(=C\c1ccc2c(c1)OCO2)NC(=O)c1ccccc1	-13	16	-24	0	-4	0	-30	-1	-1
CCCCCCn1c(N2CCC(C(N)=O)CC2)nc2c1c(=O)[nH]c(=O)n2C	6	26	-1	-3	3	-7	-24	2	-6

Entries above with two or more sulfur atoms, in the order listed:
SMILES	EBV gp42 block	m-calpain inh	TbHK1 inh	Runt-SMMHC FRET	NCF1 inh	RBBP9 inhibitor	Furin inhibitor	p97 inhibitor	Runt-CBFb FRET
Cc1ccc(-c2nc3ccccc3s2)cc1NC(=S)NC(=O)c1cccc2ccccc12	-15	-60	2	4	-5	-7	-15	7	2
Cc1nnc(SCC(=O)c2cc(C)n(C3CC3)c2C)s1	4	16	-8	-6	5	5	-3[20 µM]	7	-2
Cc1ccc(C(=O)OCC(=O)NCc2cccs2)cc1S(=O)(=O)N1CCOCC1	-14	4	-1	6	-7	-5	-13	0	0
COc1ccccc1-n1c(SCC(=O)N2CCc3ccccc32)nc2c(c1=O)SCC2	-15	-42	-15	-6	-3	-6	-3	2	0
CCOC(=O)c1c(NC(=S)Nc2ccccc2)sc2c1CCN(CC)C2	-61	-101	-1	152*	-40	1	8[20 µM]	0	61*
COc1ccc(NC(=O)CN2C(=O)/C(=C3\SC(=S)N(C4CCS(=O)(=O)C4)C3=O)c3ccccc32)cc1 (stereo not given)	61*	56*	24	2	52*	-1	-21	6	15
COCCn1c(C)c(C(=O)O)sc1=S	-15	22	-31	-1	0	3	-30[20 µM]	1	-2

The listing continues.
SMILES	EBV gp42 block	m-calpain inh	TbHK1 inh	Runt-SMMHC FRET	NCF1 inh	RBBP9 inhibitor	Furin inhibitor	p97 inhibitor	Runt-CBFb FRET
Cc1cc(-c2ccccc2)cc(-c2ccccc2)[n+]1C	7	-3	2	3	10	-1	-22	5	2
Cc1cc(C)c(C(=O)CSc2n[nH]c(-c3ccncc3)n2)c(C)c1	3	18	-6	0	-4	-14	-9	-4	3
COCCCNC(=O)c1sc2ncn(CC(=O)Nc3ccc(C)c(Cl)c3)c(=O)c2c1C	1	21	-10	2	0	-5	-18	-3	-5
COc1ccccc1Nc1nc(N)nc(CN2CCOCC2)n1	-9	6	-5	-3	-14	2	-2	0	2
CS(=O)(=O)N1CCN(c2cnn(-c3ccccc3)c(=O)c2Cl)CC1	-6	34	-8	.	-3	-5	-16	0	.
CCOc1cccc(C2C(C(=O)c3cccs3)=C(O)C(=O)N2Cc2cccnc2)c1 (stereo not given)	10	-4	-24	1	-2	-7	-11	0	-2
Cc1ccc(Cl)cc1N1CCN(C(=O)C2CCN(S(=O)(=O)c3cccnc3)CC2)CC1	-8	-53	-9	3	1	-8	-16[20 µM]	-9	-4
Cc1onc(-c2ccccc2)c1C(=O)N1CCc2ccccc21	-12	-23	1	-6	-3	3	-13	1	2
CCC(=O)NC(=S)Nc1ccc(NC(=O)c2ccc(Br)o2)cc1	-3	44	5	4	-2	-6	-7	4	-1

Complete entries as entered above. Screens in order: EBV gp42 block | m-calpain inh | TbHK1 inh | Runt-SMMHC FRET | NCF1 inh | RBBP9 inhibitor | Furin inhibitor | p97 inhibitor | Runt-CBFb FRET
Results for `Cc1onc(-c2ccccc2)c1C(=O)N1CCc2ccccc21` : -12 | -23 | 1 | -6 | -3 | 3 | -13 | 1 | 2
Results for `COCCCNC(=O)c1sc2ncn(CC(=O)Nc3ccc(C)c(Cl)c3)c(=O)c2c1C` : 1 | 21 | -10 | 2 | 0 | -5 | -18 | -3 | -5

Compounds were not picked by outcome. Share with any hit: about 2.7%.
